A-T KAP1 phos: candidate therapy for ataxia-telangiectasia; 0.19% of 320,000 active; […] A-T fibroblasts, KAP-1 phosphorylation AlphaLISA; neocarzinostatin DNA damage 30 min before lysis; Potency, µM (top dose mostly 57.5 µM), without a hit: top-dose activation, hits mostly activators; further: potency means the concentration at half of the fitted maximal effect; % of control where 0% means no effect; nearly all actives have a fitted effect of over 45% in size
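hTERT-immortalized A-T patient fibroblasts ([…]), 500 cells/well in OPTI-MEM, 1% FBS, got compounds for 60 min, then NCS for 30 min at 37C. Lysates were then assayed for phospho-KAP-1 by AlphaLISA (anti-pKAP1 donor, anti-KAP1 acceptor beads), 6 hr at 25C.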
Eya2 inh: Eya2 (human) phosphatase inhibition | O00167 | recombinant Eya2, OMFP fluorescence dephosphorylation (OMFP is methylfluorescein phosphate) | Potency, µM (series often up to 76.9 µM), without a hit: at the highest dose activity, negative = inhibition, usual class: inhibitors | 0.006% of 330,000 active | AID 488837; further: potency means the concentration at half of the fitted maximal effect; on the % scale 0 is the no-effect control and ±100 the full control effect
Target sequence (O00167 whole entry, looked up): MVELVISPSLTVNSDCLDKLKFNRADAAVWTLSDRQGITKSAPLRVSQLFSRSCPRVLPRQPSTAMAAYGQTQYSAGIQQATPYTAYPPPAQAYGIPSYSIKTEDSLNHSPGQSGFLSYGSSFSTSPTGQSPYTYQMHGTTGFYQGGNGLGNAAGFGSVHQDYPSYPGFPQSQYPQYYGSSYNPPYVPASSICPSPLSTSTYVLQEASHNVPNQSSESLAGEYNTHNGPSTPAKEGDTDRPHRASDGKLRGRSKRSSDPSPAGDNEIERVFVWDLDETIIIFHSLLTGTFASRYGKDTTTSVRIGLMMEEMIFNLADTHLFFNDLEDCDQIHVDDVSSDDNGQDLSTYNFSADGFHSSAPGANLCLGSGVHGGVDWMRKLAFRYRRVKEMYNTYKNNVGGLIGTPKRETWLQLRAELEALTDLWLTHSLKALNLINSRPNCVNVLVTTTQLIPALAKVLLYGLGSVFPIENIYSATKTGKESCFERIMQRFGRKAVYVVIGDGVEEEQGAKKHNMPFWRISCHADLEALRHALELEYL
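Eya2 (0.2 uM) preincubated 10 min at ambient with compound, then OMFP substrate added at 50 uM; 10 min reaction in 50 mM HEPES pH 7.5, 50 mM NaCl, 5 uM MgCl2, 0.05% BSA, 1 mM DTT. Fluorescence read at Ex 485/Em 525 nm.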
TCR act: activates T cell receptor signaling | primary human leukocytes, anti-CD3, IL-2 HTRF, 48 h | Potency, µM (titrated, usually from 9.22 µM), inactives show at the top dose activation of IL-2 secretion, hits mostly activators | 330,000 tested, under 10 active | AID 504894; further: % of control where 0% means no effect
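Primary human leukocytes were stimulated with a-CD3 beads plus compounds for 48 hr without co-stimulation; secreted IL-2 was quantified by HTRF using a-IL-2-K (europium cryptate) and a-IL-2-d2, excited at 320nm with acceptor emission read at 665nm.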
TSG101-PTAP inh: blocks PTAP/TSG101 interaction to inhibit HIV-1 budding. AID 493005. 340,000 tested, under 10 active. Potency, µM (doses to about 115 µM), for the others: at the highest dose activity change, negative = inhibition, usual class: inhibitors. Fluorescence polarization, FITC-PTAP peptide / Tsg101 binding; active means well fitted inhibition curve with a large enough effect in the main read-out, with a control signal flat, not every such curve was filed as active; inconclusive means small, poorly fitted or top-dose-only effect, or effect the other way, or a change in a side signal; inactive means no such curve, though single readings can be large or run the other way; further: potency means the concentration at half of the fitted maximal effect; % of control where 0% means no effect
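FP read-out: FITC-PTAP peptide, 50 nM final, binding Tsg101 binding domain, 10 uM final; 20 min, r.t.; 10 mM HEPES pH 7.5, 0.15 M NaCl, 0.01% Tween 20, 3 mM EDTA, 0.1 mM TCEP.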
Mito fusion act: blocks mitochondrial division or promotes mitochondrial fusion; 0.23% of 320,000 active; S. cerevisiae fusion-defective mutant growth rescue, CellTiterGlo 48 h; Potency, µM (highest dose often 46.1 µM), inactives show top-dose growth rescue (activation), most hits filed as activators; AID 485298;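 further: potency means the concentration at half of the fitted maximal effect; % of control where 0% means no effect; nearly all actives have a fitted effect of over 45% in size; temperature-sensitive fusion mutants such as fzo1-1 at 37 °C on non-fermentable ethanol glycerol medium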
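Temperature-sensitive fusion-defective S. cerevisiae (e.g. fzo1-1, mgm1-5) were grown with compound in YPEG medium (3% ethanol, 3% glycerol) for 48 hours at 37C. Growth rescue was measured as viability by CellTiterGlo luminescence after 10 minutes at ambient.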
Tb PFK inh: inhibitors of T. brucei phosphofructokinase; O15648; T. brucei PFK, ADP-Glo luminescence; Potency, µM (highest dose often 57.5 µM), without a hit: top-dose activity, negative = inhibition, hits mostly inhibitors; 0.17% of 330,000 active; AID 485367;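 further: potency means the concentration at half of the fitted maximal effect; 0% = uninhibited 1x PFK enzyme wells and -100% = no-enzyme wells; nearly all actives have a fitted effect of over 60% in size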
Target sequence (O15648 whole entry, looked up): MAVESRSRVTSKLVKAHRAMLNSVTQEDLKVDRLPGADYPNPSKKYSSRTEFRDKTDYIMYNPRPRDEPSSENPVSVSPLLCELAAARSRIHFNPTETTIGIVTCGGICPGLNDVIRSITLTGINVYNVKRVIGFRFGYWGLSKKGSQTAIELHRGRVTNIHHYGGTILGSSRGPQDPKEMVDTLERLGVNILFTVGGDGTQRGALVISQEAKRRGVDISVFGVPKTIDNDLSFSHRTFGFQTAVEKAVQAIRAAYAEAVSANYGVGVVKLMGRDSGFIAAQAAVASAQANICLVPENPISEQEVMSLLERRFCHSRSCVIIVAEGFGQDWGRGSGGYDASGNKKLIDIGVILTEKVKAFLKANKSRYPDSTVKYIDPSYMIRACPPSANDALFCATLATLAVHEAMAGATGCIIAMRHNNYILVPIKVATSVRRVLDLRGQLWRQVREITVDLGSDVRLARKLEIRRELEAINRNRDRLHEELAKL
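Compounds were pin-transferred as a titration series up to 57 uM into substrate buffer (0.5 mM F6P, 0.1 mM ATP, pH 8.0), then 1.25 nM PFK was added and reactions ran 45 min before ADP-Glo detection.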
ELG1 repair inh: ELG1-dependent DNA repair inhibition | 2.3% of 330,000 active | HEK293T ELG1-luciferase reporter, luminescence, 16 h; DNA damage induced by 5-fluorouridine | Potency, µM (highest dose often 46.1 µM), without a hit: at the top dose activity change, negative = inhibition, most hits filed as inhibitors; further: potency means the concentration at half of the fitted maximal effect; on the % scale 0 is the no-effect control and ±100 the full control effect; nearly all actives have a fitted effect of over 55% in size
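Step one: seed 2,000 cells per well. Step two: pin-transfer compound or DMSO alongside 5-fluorouridine. Step three: incubate 16 hr, 37 °C, 5% CO2. Step four: add ONE-Glo, wait 30 min, read luminescence.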
BCR signal inh: inhibitors of chronic active B-cell receptor signaling. ABC-DLBCL IkBa-CBG/CBR reporter, luminescence ratio, 4 h. Potency, µM (titrated, usually from 46.1 µM), for inactives: at the highest dose ratio change, negative = lower green/red ratio, actives largely listed as inhibitors. 0.05% of 340,000 active; active means well fitted inhibition curve with a large enough effect in the signal ratio, with a control signal flat, not every such curve was filed as active; inconclusive means small, poorly fitted or top-dose-only effect, or effect the other way, or a change in a side signal; the % refers to the signal ratio;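 further: potency means the concentration at half of the fitted maximal effect; plate controls were basal doxycycline-induced cells for no effect and cells given 10 µM MG132 for full effect; MG132 reads +100%, hits lower the ratio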
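TMD8 ABC-DLBCL cells carrying doxycycline-inducible green luciferase fused to IkappaBalpha plus unfused red luciferase were exposed to compounds (up to 46 uM) for 4 hrs at 37C. Activity came from the overlap-corrected green/red luminescence ratio.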
TSHR antag: human thyrotropin receptor antagonism | AID 504810 | activity change, negative = inhibition, % at 11.5 µM | 0.2% of 330,000 active | TSHR-expressing cells, TSH-stimulated cAMP HTRF, 2 h; active compounds read low;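 active means activity change below a set negative limit, meaning inhibition stronger than a set level, cut at about -70% in these data; inconclusive means activity change between two set negative limits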; further: on the % scale 0 is the no-effect control and ±100 the full control effect
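Inhibition of cAMP made by TSHR-expressing cells under TSH stimulation (4nM final, EC80; 2 h, 37 deg C) is quantified with a one-step lysis HTRF kit, anti-cAMP cryptate versus cAMP-d2.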
Integrin act MD: integrin-mediated muscular dystrophy alleviation activation; alpha7betagal myoblasts, beta-gal FDG fluorescence, 48 h; 0.064% of 350,000 active; Potency, µM (doses to about 38.3 µM), for the others: at the highest dose activation, most hits filed as activators;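 further: potency means the concentration at half of the fitted maximal effect; 100% = response of the positive control SU9516; nearly all actives have a fitted effect of over 60% in size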
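alpha7betagal+/- myoblasts (passage 13, 250/well) treated 48 h at 37C with compounds at 1:260 dilution of DMSO stock. Lysed, then beta-galactosidase activity read as FDG fluorescence (ex 480/em 540) after 30 min, with pre-read for autofluorescence.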
S-ASM inh: human S-ASM enzyme inhibition. Potency, µM (top dose mostly 57.5 µM), without a hit: at the highest dose activity change, negative = inhibition, actives largely listed as inhibitors. P17405. 0.006% of 340,000 active. placental ASM, HMU-PC fluorogenic substrate, 60 min. AID 504937; further: potency means the concentration at half of the fitted maximal effect
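Fluorescence read-out (Ex 386 nm, Em 447 nm) after stopping the reaction at pH 10. Enzyme: ASM from human placenta; substrate HMU-PC0, 9 uM final; 60 min, 37 °C. Compound preincubation 10 min, ambient temperature.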
An asterisk follows results filed as active; ? = inconclusive; · = no result given; [ ] = remark or other dose. Unless noted, the call rests on the fitted dose curve; in most records, active means well fitted curve in the direction sought with a large enough effect; inconclusive means small, poorly fitted or top-dose-only effect, or another doubt; inactive means no such curve, though single readings can be large; an effect the other way counts as inactive or inconclusive.

Compound,A-T KAP1 phos,Eya2 inh,TCR act,TSG101-PTAP inh,Mito fusion act,Tb PFK inh,ELG1 repair inh,BCR signal inh,TSHR antag,Integrin act MD,S-ASM inh
CCOc1ccc(NS(=O)(=O)c2c(C(=O)N3CCCCCC3)c(C)n(C)c2C)cc1,0%,1%,-2%,-4%,6%,-2%,1%,9%,-1,7%,3%
Cc1ccc(-n2nc3c(=O)n(CCCC(=O)NCCc4ccccc4C)nc(C)c3c2C)cc1,-3%,10%,-7%,-4%,-1%,-3%,-19%,-5%,-11,-13%,-1%
Cc1nn(Cc2cccc(C(=O)NC(C)c3ccc(C(C)(C)C)cc3)c2)c(C)c1[N+](=O)[O-] (stereo not drawn),-5%,-27%,7%,-4%,11%,1%,?,?,-18,-20%[7.66 µM],-2%
CN(Cc1cc2ccccc2[nH]c1=O)S(=O)(=O)c1ccccc1,2%,7%,2%,-1%,4%,-8%,5%,?,1,-11%,-2%
Cc1nc(=O)c(-c2ccccc2)c(C)n1-c1cccc(C(=O)O)c1,6%,-3%,-3%,-2%,-2%,2%,7%,1%,-4,30%,3%
Cn1ncc(Br)c1NC(=O)c1cc(Cl)cc(Cl)c1,0%,5%,9%,0%,5%,13%,-2%,0%,4,8%,-1%
COc1ccc(CNC(=O)C(OC(=O)c2ccco2)c2ccc(F)cc2)cc1 (stereo not drawn),4%,-8%,-5%,-1%,-7%,5%,-6%,1%,10,14%,-1%
COc1ccccc1NC(=O)/C(=C/c1cccs1)NC(=O)c1ccco1,1%,16%,-2%,-5%,4%,-3%,2%,-1%,1,-9%,2%
CCCCOc1ccc(NC(=O)CSc2cccc3cccnc23)cc1,13%,-5%,-4%,-2%,-3%,2%,-8%,-8%,5,-13%,-4%
COc1ccc(C)cc1NC(=O)CSc1ccc(-c2cccnc2)nn1,0%,-13%,-2%,-1%,9%,-3%,-6%,-15%,4,-31%,0%
CCOc1ccc(S(=O)(=O)N2CCN(C(=O)Cc3ccc(S(=O)(=O)N4CCOCC4)s3)CC2)cc1,17%,0%,4%,-4%,-1%,4%,-13%,6%,4,-24%,1%
O=C(N/N=C/c1cccs1)[C@H]1C[C@@H]1c1ccccc1,0%,-2%,5%[46.1 µM],1%,-2%,3%,-11%,?,7,32%,-2%
Cc1ccc(OCCCC(=O)NNC(=O)c2ccccn2)cc1,2%,4%,-2%,-4%,·,10%,8%,?,18,-18%,2%
O=C(COC(=O)COc1ccccc1[N+](=O)[O-])Nc1ccc(S(=O)(=O)N2CCCCC2)cc1,·,-10%,0%,-2%,-3%,-5%,-3%,-15%,·,-13%,-1%
COc1ccc(OCC(=O)Nc2ccc3oc(-c4ccncc4)nc3c2)cc1,4%,-1%,10%,-13%,-5%,-3%,2%,1%,4,51%,3%

Compound,A-T KAP1 phos,Eya2 inh,TCR act,TSG101-PTAP inh,Mito fusion act,Tb PFK inh,ELG1 repair inh,BCR signal inh,TSHR antag,Integrin act MD,S-ASM inh
CC12CC(O)C3c4ccc(O)cc4CCC3C1CCC2=O (stereo not drawn),-4%,-3%,-8%,3%,-6%,0%,6%,-26%,21,13%,10%
Cc1ccc(Oc2ccc(NC(=O)CCC(=O)OCC(=O)c3cccs3)cc2)cc1C,6%,9%,2%,2%,8%,1%,?,-1%,6,-16%,-2%
O=C(CSc1ncn[nH]1)NCc1ccc2c(c1)OCO2,0%,6%,0%,-6%,6%,2%,13%,-3%,-11,?,-1%
O=C(COC(=O)CSc1ccc(F)cc1)NCc1ccco1,-7%,-8%,5%,-7%,-1%,1%,-4%,-1%,4,-11%,-2%
CCOc1cc(/C=N/Nc2ccccc2Cl)ccc1OCC(=O)O,3%,-5%,0%[46.1 µM],0%,-33%[inhibitor],3%,?,-1%,-11,6%,9%
COc1ccc(OCCC(=O)OCC(=O)NCc2ccccc2OC)cc1,7%,5%,5%,-4%,6%,-9%,4%,-4%,-1,2%,-2%
COc1ccc(CNC(=O)C2CCCN2C(=O)NC2CCCCC2)cc1 (stereo not drawn),1%,-14%[15.4 µM],-5%,-2%,0%,3%,1%,0%,6,42%,-1%
O=C(Cc1sc(Nc2ccccc2)nc1-c1ccccc1)NCc1ccccn1,4%,-1%,-5%,-1%,-15%,-4%,?,?,-2,-3%,9%
CCOc1ccc(S(=O)(=O)NCc2ccc(C)cc2)c2cccnc12,12%,1%,5%,-2%,2%,-8%,14%,-2%,37,-20%,-1%
CCCN(CCC)c1nc(N)nc(-c2cc(Cl)ccc2OC)n1,3%,-8%,4%,-4%,-5%,-7%,0%,?,-8,-8%,-9%
CCOc1ccc2[nH]c(=O)c(C(c3nnnn3CCOC)N3CCOCC3)cc2c1 (stereo not drawn),-1%,-16%,-8%,-1%,-2%,0%,1%,?,10,27%,295%[activator]
O=C(Nc1cccc(-c2nn[nH]n2)c1)c1cccs1,5%,4%,0%,-5%,0%,-3%,?,7%,4,7%,2%
Cc1ccc(C)c(N2CCN(C(=O)c3ccc(CSc4nc5ccncc5[nH]4)cc3)CC2)c1,12%,-10%,-7%,0%,0%,-3%,?,?,-3,-22%,-7%
CCOc1ccc(CN(C)C(=O)NNC(=O)c2ccc(C)cc2)cc1OC,-9%,5%,4%,1%,6%,-3%,-1%,-28%,4,-31%,-1%
Cc1ccccc1CN1CCN(CC2CC3C=CC2C3)CC1 (stereo not drawn),1%,-1%,6%,1%,2%,0%,-18%,12%,11,-3%,3%

Compound,A-T KAP1 phos,Eya2 inh,TCR act,TSG101-PTAP inh,Mito fusion act,Tb PFK inh,ELG1 repair inh,BCR signal inh,TSHR antag,Integrin act MD,S-ASM inh
CC(C)N(C(=S)NC1CC2CCC1C2)c1ccccc1 (stereo not drawn),4%,?,·,-4%,-10%,-1%,3%,-6%,6,25%,-2%
Nc1c(-c2ccccc2)cnc2cc(-c3ccccc3)nn12,3%,-7%,-1%,-2%,-1%,0%,?,?,-15,6%,-2%
CCOC(=O)c1c(CN(CC)CC)n(-c2ccccc2)c2ccc(O)cc12,-6%,2%,2%,-20%,-2%,-4%,0%,-5%,-2,-23%,-1%[11.5 µM]
CC(C)CC(=O)NC(c1ccccc1Cl)c1c(O)ccc2ccccc12 (stereo not drawn),-2%,6%,-2%[46.1 µM],-1%,4%,4%,-4%,?,0,-33%[inhibitor],16%
O=S(=O)(/N=C(/Nc1cccc2ccccc12)c1ccccc1)c1cccs1,·,-10%,-3%,-2%,19%,-9%,0%,?,-43,-18%,-2%
COc1ccc(NS(=O)(=O)c2cc(NC(=O)C3CC3)ccc2N2CCOCC2)cc1,3%,2%,·,-3%,-1%,-2%,1%,8%,-4,16%,-2%
Cc1ccc(Cl)cc1NS(=O)(=O)N1CCOCC1,25%,-4%,-4%,1%,3%,1%,-7%,3%,29,0%,-1%
Cc1cccc(NC(=S)NCCC(C)C)c1,·,-33%,-10%[46.1 µM],0%,2%,0%,2%,8%,-13,-6%,4%
COc1ccc(N2CCN(C(=O)NCc3cccc(OC)c3)CC2)cc1,-7%,-1%,2%,-2%,-8%,-1%,-9%,-5%,-15,18%,2%
Cc1cnc(CN2CCCC(C(=O)c3ccc4c5c(cccc35)CC4)C2)[nH]1 (stereo not drawn),1%,2%,0%,0%,-16%,-3%,?,?,-1,-28%,23%
